Bioassay records: PubChem BioAssay, several laboratories
EphB4 antag = EphB4-ephrin-B2 interaction antagonism; P54760; inhibition, % at 7 µM; EphB4 LBD / TNYL-RAW-Alexa532 peptide, fluorescence polarization; 97,000 compounds, 0.15% hits;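 active = inhibition above the screen-wide mean inhibition plus 3 SD, cut at about 15% in these data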;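 note: 0% = DMSO wells and 100% = excess unlabeled TNYL-RAW peptide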
PTK2B oligo ant = antagonists of human Pyk2 oligomerization; Q14289; Q293 cells, Pyk2 FERM NanoBiT luminescence; stronger effect = lower value; z-score (the deposit names both 25 µM and 10 µM); 99,000 compounds, 0.83% hits; AID 1347419;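 active = Z-score of -3 or lower, scaled per plate to the spread of control and sample wells; inactive = z-score above -3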;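 note: negative z-score means lost luminescence so less FERM oligomerization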
PTPN22 inh 2 = blocks human PTPN22 phosphatase activity; 96,000 compounds, 0.21% hits; AID 640; inhibition, % at 2 µM; recombinant LYP catalytic domain, DiFMUP fluorescence; Q9Y2R2;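 active = inhibition at 2 µM at or above a set limit, the screen mean plus 3 SD, cut at about 24% in these data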;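 note: 0% = DMSO with enzyme and 100% = enzyme fully blocked by orthovanadate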
Rev-RRE block = inhibitors of HIV-1 Rev-RRE RNA interaction. P05866. inhibition, % at 8 µM. AID 704. Rev peptide-RRE RNA binding, FRET. 97,000 compounds, 0.79% hits;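 active = inhibition above the screen-wide mean plus 3 SD, cut at about 35% in these data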;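 note: 0% = median DMSO wells and 100% = median Neomycin B control wells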
Target sequence (P05866 whole entry, looked up): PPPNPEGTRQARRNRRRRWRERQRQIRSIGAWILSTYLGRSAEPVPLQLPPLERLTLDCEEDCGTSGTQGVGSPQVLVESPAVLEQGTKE
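Test system: labelled RRE RNA duplex and labelled Rev peptide. Times: 5 min compound–RNA preincubation, then 15 min with peptide, 25 °C. Doses: single-dose 8 µM. Measured by: FRET, excitation 480 nm, emission 540 nm donor and 671 nm acceptor. Measure: % inhibition of FRET ratio versus controls.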
FAK blocker = blocks human focal adhesion kinase activity. 97,000 compounds, 0.84% hits. Q05397. AID 727. biochemical FAK kinase activity assay. inhibition, %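 (tested at 7 µM)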; in the data active = inhibition above about 19%;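 note: 0% = DMSO and 100% = reference compound high control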
LYP act = LYP (human) phosphatase activation | Q9Y2R2 | recombinant LYP, DiFMUP fluorescence; 0 = plate median, 100 = signal doubled | activation, % at 2 µM | 96,000 compounds, 0.11% hits;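 active = activation at 2 µM above a set limit, the mean plus 5 SD, cut at about 37% in these data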
cytoskel mod = cytoskeleton assembly modification; inhibition, % at 2 µM; AID 836; HUVEC TNFa F-actin phalloidin imaging, high content; 91,000 compounds, 0.18% hits;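 active = inhibition above the batch mean plus 3 SD and confirmed as a hit by visual image inspection, cut at about 30% in these data, passing the limit was not always enough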; note: strong numbers were not always called active
PLK1 PBD inh = inhibitors of human Plk1 polo box domain binding; 97,000 compounds, 0.13% hits; P53350; AID 693; inhibition, %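 (tested at about 20 µM)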; Plk1 PBD phosphopeptide binding, fluorescence polarization; in the data active = inhibition above about 34%, passing the limit was not always enough
Target sequence (P53350 whole entry, looked up, the tested form may be a part): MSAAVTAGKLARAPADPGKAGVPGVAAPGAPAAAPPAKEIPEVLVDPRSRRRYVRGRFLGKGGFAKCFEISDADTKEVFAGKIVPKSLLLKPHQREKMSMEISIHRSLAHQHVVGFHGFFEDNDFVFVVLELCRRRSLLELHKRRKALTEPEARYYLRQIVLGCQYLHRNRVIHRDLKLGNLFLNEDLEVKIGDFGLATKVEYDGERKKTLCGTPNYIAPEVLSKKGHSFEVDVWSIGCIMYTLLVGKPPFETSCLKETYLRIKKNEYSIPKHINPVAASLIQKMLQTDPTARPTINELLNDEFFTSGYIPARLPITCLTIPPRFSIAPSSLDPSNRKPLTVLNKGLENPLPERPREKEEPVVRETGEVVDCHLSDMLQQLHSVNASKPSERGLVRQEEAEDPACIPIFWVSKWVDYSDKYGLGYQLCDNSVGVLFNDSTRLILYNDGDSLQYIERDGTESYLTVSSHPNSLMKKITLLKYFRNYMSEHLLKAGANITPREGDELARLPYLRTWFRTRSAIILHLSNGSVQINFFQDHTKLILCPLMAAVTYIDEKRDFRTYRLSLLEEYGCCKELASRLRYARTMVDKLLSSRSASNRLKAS
PLK1 inh = PLK1 (human) kinase inhibition. P53350. recombinant PLK1 kinase, TR-FRET peptide phosphorylation. inhibition, % at 10 µM. 97,000 compounds, 0.53% hits. AID 619;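 active = inhibition of 50% or more in the single-concentration screen; inactive = inhibition below 50%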;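 note: 0% = DMSO max control and 100% = H-89 dihydrochloride min control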
* = called active by the depositor; · = no result given.

Start of the data: the first 5 compounds, to show the layout:
SMILES	EphB4 antag	PTK2B oligo ant	PTPN22 inh 2	Rev-RRE block	FAK blocker	LYP act	cytoskel mod	PLK1 PBD inh	PLK1 inh
CC(=O)Nc1ccc(-c2csc(NC(=O)c3ccc(C)o3)n2)cc1	2	1.3	-10	4	-1	10	24	-1	-5
O=C(CSc1nnc(COc2ccc(Cl)cc2)o1)N1c2ccccc2CCc2ccccc21	-1	-0.43	3	3	1	-1	·	-37	-4
COc1ccc(Cl)cc1NC(=O)NC(C)c1ccncc1 (stereo not given)	-3	0.12	5	1	3	-5	-1	1	-11
O=C(Nc1nc(-c2ccccc2)cs1)C1c2ccccc2Oc2ccccc21	3	-2.2	11	7	3	-7	12	10	-16
Cc1ccc2c(c1)NC(=O)C(N1CCOCC1)(C(F)(F)F)O2 (stereo not given)	-3	0.74	-4	1	-4	3	8	23	6

The whole of this part (from the top)
SMILES	EphB4 antag	PTK2B oligo ant	PTPN22 inh 2	Rev-RRE block	FAK blocker	LYP act	cytoskel mod	PLK1 PBD inh	PLK1 inh
CC(=O)Nc1ccc(-c2csc(NC(=O)c3ccc(C)o3)n2)cc1	2	1.3	-10	4	-1	10	24	-1	-5
O=C(CSc1nnc(COc2ccc(Cl)cc2)o1)N1c2ccccc2CCc2ccccc21	-1	-0.43	3	3	1	-1	·	-37	-4
COc1ccc(Cl)cc1NC(=O)NC(C)c1ccncc1 (stereo not given)	-3	0.12	5	1	3	-5	-1	1	-11
O=C(Nc1nc(-c2ccccc2)cs1)C1c2ccccc2Oc2ccccc21	3	-2.2	11	7	3	-7	12	10	-16
Cc1ccc2c(c1)NC(=O)C(N1CCOCC1)(C(F)(F)F)O2 (stereo not given)	-3	0.74	-4	1	-4	3	8	23	6
CC1=C(C)CS(=O)N(S(=O)(=O)c2ccc(Cl)cc2)C1 (stereo not given)	-1	-0.58	6	4	-3	-7	-14	-7	-3
c1coc(CNc2c3c(nc4ncnn24)CCC3)c1	-2	-0.19	-5	3	8	4	-11	0	-4
Cn1nnnc1SCc1cn2cccnc2n1	-2	0.51	1	6	-8	3	8	19	-11
C=CCNC(=O)c1ccccc1S(=O)c1ccccc1C#N (stereo not given)	1	-0.22	13	7	-1	-11	-17	-11	-9
Cc1cccc(C)c1NC(=O)c1ccc(-c2ccc(Cl)cc2Cl)o1	-5	-1.4	5	15	0	-5	·	-18	3
CCOC(=O)c1c(C)[nH]c(C)c1C(=O)COC(=O)[C@@H](NC(=O)c1ccccc1OCC)C(C)C	-1	-1.7	-6	-5	-3	6	5	10	-12
CCCNC(=O)C1CCN(S(=O)(=O)c2ccc3nc4c(c(C(=O)O)c3c2)CCCCC4)CC1	5	·	3	5	-5	-4	-4	3	-3
CNC(=O)c1c(O)c2cccc3c2n(c1=O)CC3	-5	-0.23	-14	-4	-2	8	-13	-8	-8
CC(C)C(C)(C#N)NC(=O)CSc1nnc(-c2ccncc2)n1Cc1ccccc1 (stereo not given)	-3	0.57	-2	0	-9	-1	-26	-7	-1
COc1ccc(Cc2nnc(SCc3nc4ccccc4c(=O)[nH]3)n2C)cc1	-2	0.01	-6	8	5	3	-7	-19	-7
O=C(Cc1cccs1)N1CCCC(c2nc3c(nnn3Cc3cccc(Cl)c3)c(=O)[nH]2)C1 (stereo not given)	-5	-1.1	2	8	1	-1	-1	-1	-12
CCC(C)c1ccccc1NC(=O)COC(=O)c1ccc(C)c(NC(=O)c2ccco2)c1 (stereo not given)	4	0.21	1	5	2	-3	13	-15	-13
O=C(Cn1c(C(F)(F)F)nc2ccccc21)c1ccc(Cl)cc1	-12	-0.02	4	6	2	2	-16	-4	-9
CC(C)(C)c1ccc(CN(Cc2ccco2)Cc2nnnn2C2CCCC2)cc1	4	1.2	1	3	7	-4	14	-5	-17
CCC(=O)c1ccc(OCC(O)CN(CCc2ccccc2)Cc2ccccc2)cc1 (stereo not given)	-6	-0.26	2	3	-9	0	6	2	-17
COc1cc2nc(SCC(N)=O)n(CCC3=CCCCC3)c(=O)c2cc1OC	-7	0.17	-42	-8	-1	41*	22	-10	-12
CCOC(=O)C1C(=O)NCC1c1ccccc1 (stereo not given)	1	0.43	6	10	1	-5	·	-25	-10
CCCOc1ccc(Oc2cc(C)nc(SC)n2)nn1	5	0.4	0	4	6	3	1	-12	-4
COc1ccc(OCc2nnc(SCC(N)=O)n2-c2ccccc2OC)cc1	1	0.34	2	1	-3	-3	·	1	-14
Cc1c(O)ccc(C(=O)COc2ccccc2F)c1O	-7	-1.3	-3	2	-2	2	-8	12	-13
CCOC(=O)C1=NNC(C(=O)c2ccc(OC)cc2)C1c1ccccc1 (stereo not given)	-1	0.22	16	10	0	-16	-6	20	-11
O=C(OCc1ccccc1Cl)c1cccnc1Cl	-2	-0.25	-25	2	0	26	15	19	-8
CCOC(=O)CN1CC23C=CC(O2)C(C(=O)Nc2ccc(F)cc2)C3C1=O (stereo not given)	-2	0.67	-8	3	0	5	-4	-20	-4
CCNC(=S)N1CCC(c2nc3ccccc3s2)CC1	-3	-0.55	-11	-3	1	14	-24	7	-13
Cc1ccc(C(=O)Nc2nc(=O)n(C)s2)cc1	-10	-0.74	-4	5	-2	3	-12	2	-7
CCOC(=O)/C(C(N)=NCc1ccco1)=C(/O)c1ccccc1	0	-1.2	-11	3	1	10	-13	-10	-9
CCN1C(=O)CC(NNC(=O)c2ccc(Cl)cc2)C1=O (stereo not given)	-5	0.68	-1	6	1	4	23	17	-11
CC(C)(C)NC(=O)C(c1ccccn1)N(C(=O)C1CSC(=O)C1)c1ccc(F)cc1 (stereo not given)	2	0.38	8	5	-1	-7	-2	-14	-1
CCN(C(=O)c1cn(C)c(=O)c2cc(OC)c(OC)cc12)c1cc(C)ccc1C	-5	2	2	1	-2	-4	-2	-24	-3
O=C(CSc1ncn(-c2ccccc2)n1)N1CCc2ccccc21	6	0.04	-6	15	-1	5	·	-1	-3
COc1ccc(N=Cc2ccc(CNS(=O)(=O)c3ccc(Cl)cc3)o2)cc1	1	-1.2	4	6	4	0	1	-15	-12
CCC1(C)CC(CCNS(=O)(=O)c2ccc(C)cc2)(c2ccc(C)cc2)CCO1 (stereo not given)	-8	-0.89	10	-1	-1	-4	-6	-17	-9
CCOC(=O)N1CCN(S(=O)(=O)c2ccc(OC)c(OC)c2)CC1	4	1.4	-1	7	-1	-2	2	3	-12
CCc1nnc(NCC(=O)N2CCc3ccccc32)s1	-12	-0.47	-3	-1	-1	-1	4	-7	-8
COc1ccccc1N=c1oc2cc(O)ccc2cc1C(N)=O	1	-0.75	0	63*	7	-3	4	-59	-3
CSc1ccccc1C(=O)NC1CCCC1	1	1.4	-4	6	0	1	12	10	23
Cc1cccc(C)c1NC(=O)CC1SC2=NCCN2C1=O (stereo not given)	0	-0.31	3	5	-1	-4	4	-27	-14
CSc1nc(Oc2ccc(=O)n(C)n2)nc(N(C)C)n1	3	0.07	8	2	-6	-5	13	-21	-7
COc1cccc2cc(NC(=O)C3CCCCC3)c(=O)oc12	-3	1.1	-3	3	-4	1	28	-2	-66
CCOC(=O)C1=C(C)N=C2SC(C(=O)OC)=CC(=O)N2C1c1cccc(OC)c1 (stereo not given)	0	0.24	8	-1	-1	-4	0	-9	-9
c1ccc2c(c1)c1c3n2CCNC3CCC1 (stereo not given)	-2	-0.86	1	-1	-2	-3	-2	6	-10
COc1cc(CC(=O)Nc2ncc(C)s2)cc(OC)c1OC	-3	0.36	-4	5	2	0	18	-4	-4
CCc1ccc(OCC(=O)NCCOc2ccccc2)cc1	2	0.9	0	4	2	4	0	15	-1
O=C(c1noc2c1CCCC2)N1CCN(Cc2ccccc2)CC1	-13	-0.45	-12	-5	0	9	9	-8	14
Cc1ccc(C)c(N(C(=O)Cn2nnc3ccccc32)C(C(=O)NCc2ccco2)c2ccncc2)c1 (stereo not given)	3	2.9	0	11	-1	-1	-12	-25	-11
O=C(Nc1ccc(S(=O)(=O)N2CCN(c3ccccc3)CC2)cc1)c1cccs1	-3	-1.3	1	-3	0	1	8	1	-15
COc1ccc(CC(=O)Nc2ccc(S(=O)(=O)Nc3nc(C)cc(C)n3)cc2)cc1	2	0.88	3	9	1	-2	-12	-1	-8
O=C(Nc1ccc(N2CCCC(O)C2)cc1)c1snc2c(=O)[nH]cnc12 (stereo not given)	0	1.3	7	2	9	-9	-3	2	7
Cc1ccc(NC(=O)NC(=O)N(c2ccccc2)S(C)(=O)=O)cc1	6	-0.39	1	12	4	-4	27	-4	-12
COc1ccc(Cc2nnc(NC(=O)c3ccc(Cl)c([N+](=O)[O-])c3)s2)cc1	-13	0.83	-6	-1	-7	11	-12	21	-10
CCCCSc1nc(C)cc(NC(=S)Nc2ccc(OC)cc2)n1	-3	-0.2	5	-4	-4	-2	-16	28	-6
COCCn1cnc2cc(C)c(C)cc21	-3	-0.46	2	3	2	-5	-11	13	-9
CC(C)Cn1cnc2c(c(-c3ccccc3)c(-c3ccccc3)n2Cc2ccco2)c1=N	0	0.97	-6	16	2	4	-12	-21	-2
O=S(=O)(c1ccccc1)N(CC(O)Cn1c2ccccc2c2ccccc21)c1ccccc1 (stereo not given)	-4	-1.8	-5	11	-2	8	-30	-15	-7
CCCSc1nc2c(c(=O)[nH]c(=O)n2C)n1C	2	1.5	-12	4	5	9	-1	32	-4

Next section:
SMILES	EphB4 antag	PTK2B oligo ant	PTPN22 inh 2	Rev-RRE block	FAK blocker	LYP act	cytoskel mod	PLK1 PBD inh	PLK1 inh
CC1(C)CC(=O)c2c(nc3ccccc3c2N)C1	-11	-0.36	-6	1	1	6	10	14	-6
Cc1cccc(NC(=O)NCc2ccccn2)c1	5	-0.1	-6	5	0	7	8	-17	-11
CCOc1ccc(NC(=O)CSc2nnnn2CC(=O)O)cc1	7	-0.28	10	5	-1	-7	21	-28	-3
Cc1cccc(NC(=S)NNC(=O)c2nn(C)cc2Cl)c1	8	0.43	7	6	0	-2	5	-4	-14
CCOc1cc(C(=O)NC(C)CC)cc(OCC)c1OCC (stereo not given)	4	0.13	10	3	6	-6	0	-30	-10
COC(=O)c1sc(OC)cc1OCc1ccc(C)cc1	3	0.47	5	0	2	-4	16	5	-9
CCN(CC)S(=O)(=O)c1ccc(C(=O)NCCc2cc3c(OC)ccc(OC)c3[nH]c2=O)cc1	-3	-0.47	4	3	0	-7	·	-24	7
Cc1c(C)[n+](=O)c2c(n1[O-])CCCCC2	-4	0.27	9	4	-2	-6	-36	12	-11
CCC(C)c1ccccc1NC(=O)C1CCCO1 (stereo not given)	4	-0.92	4	8	-1	-1	-41	-33	-15
CCN(CC)C(C)C(=O)NCC1(c2ccccc2)CCOCC1 (stereo not given)	0	1.2	3	-5	0	-2	-2	9	-10
C=CCOc1ccccc1C1NC(=O)NC(C)=C1C(=O)NCc1ccccc1 (stereo not given)	-1	0.52	-10	-2	1	13	-5	-8	-3
Nn1c(SCC(=O)Nc2ccc3c(c2)OCO3)nnc1-c1cccc(Cl)c1	11	1.1	9	2	5	-6	2	-8	-4
O=C(CO/N=C/c1cccc([N+](=O)[O-])c1)Nc1ccc2ccccc2c1	-7	2	-4	11	4	7	11	8	-12
O=C(NCc1ccc(N2CCCC2=O)cc1)Nc1cccc2ccccc12	-2	0.35	4	0	-3	-2	8	9	-5
O=C(Nc1cnn(Cc2ccc(Cl)cc2)c1)C1CCCC1	3	-0.35	-2	-4	0	-1	8	9	-17
Cc1cc(C)cc(CC2CC(=O)N(c3cc(C)on3)C2=O)c1 (stereo not given)	1	0.48	-3	-1	-2	6	-14	7	-6
O=C(NCCc1ccccc1)C(=O)NCC1(c2ccccc2)CCCC1	-2	1.9	0	-2	-2	3	3	-1	-10
COc1ccc(Cl)cc1Nc1nc(C)cc(C)c1C(N)=O	-1	0.77	16	4	1	-16	12	23	-8

Not a hit list; any-hit rate near 3.5%.
